Abeta yeast res = A-beta toxicity reversal in yeast. yeast expressing A-beta42, growth rescue, OD600, 48 h; response scale: 0% DMSO, 100% iron-clioquinol control. 0.063% of 410,000 active. AID 1347071. Potency, µM (titrated, usually from 46.1 µM), inactives show top-dose growth rescue, actives largely listed as activators; note: potency is the fitted concentration of half-maximal effect; nearly all actives have a fitted effect of over 55% in size
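Yeast growth medium received pinned compounds, then yeast cells expressing toxic A-beta were added; plates incubated at 30 C for 48 hr. Growth read as absorbance at 600 nm, normalized to DMSO and equimolar FeCl3 plus clioquinol controls.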
WRN inhibitor = WRN helicase (human) inhibition; Q14191; WRN helicase unwinding, fluorescent forked duplex, kinetic; Potency, µM (titrated, usually from 114 µM), for inactives: at the highest dose activity change, negative = inhibition, most hits filed as inhibitors; 0.46% of 360,000 active; AID 651768; note: potency is the fitted concentration of half-maximal effect; % is set by controls: 0 for no effect and ±100 for the full control effect; nearly all actives have a fitted effect of over 55% in size
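Kinetic red-fluorescence monitoring (525/598 nm) tracks WRN helicase activity after 100 nM fluorophore-quencher forked duplex and 2 mM ATP are added to 20 nM enzyme pretreated 15 min at room temperature with compound.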
FUS suppressor = FUS proteinopathy suppression in yeast. S. cerevisiae FUS-expressing, growth rescue, OD600, 24 h. Potency, µM (top dose mostly 76.6 µM), for the others: at the top dose growth rescue (activation), hits mostly activators. AID 1347120. 0.24% of 390,000 active;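 note: potency is the fitted concentration of half-maximal effect; plate controls were DMSO vehicle for no effect and reference control for full effect; nearly all actives have a fitted effect of over 55% in size; some results filed as inactive show a strong effect at the top dose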
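S. cerevisiae expressing FUS from galactose induction served as the toxicity model. Growth after 24hr at 30C, read as absorbance at 600 nm, indicates suppression of toxicity; compounds dosed at several concentrations.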
EPAC1 ag = EPAC1 (human) agonism; Potency, µM (top dose mostly 154 µM), without a hit: top-dose activation, actives largely listed as activators; O95398; 0.073% of 360,000 active; EPAC1 agonist qHTS, biochemical assay; response scale: 100% = response to 6.5 mM cAMP; note: potency is the fitted concentration of half-maximal effect; nearly all actives have a fitted effect of over 60% in size
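Read-out is the fluorescence drop as BODIPY-GDP leaves Rap1B (480 nm excitation, 540 nm emission), recorded every 5 minutes over 30 minutes. Reactions held 100 nM EPAC1, 250 nM Rap1B–BODIPY-GDP and 50 uM GDP, with 6.5 mM cAMP setting full activation.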
PI5P4K alpha inh = blocks human PI5P4K alpha kinase activity. 1.2% of 330,000 active. P48426. max response, %. PI5P4Kalpha enzyme, ADP-Glo luminescence, 60 min; hits give low values; active = max response of -50% or lower; inconclusive = between -30% and -50%; inactive = -30% or higher; note: value at the top dose of about 77 µM; % is set by controls: 0 for no effect and ±100 for the full control effect
Target sequence (P48426 whole entry, looked up): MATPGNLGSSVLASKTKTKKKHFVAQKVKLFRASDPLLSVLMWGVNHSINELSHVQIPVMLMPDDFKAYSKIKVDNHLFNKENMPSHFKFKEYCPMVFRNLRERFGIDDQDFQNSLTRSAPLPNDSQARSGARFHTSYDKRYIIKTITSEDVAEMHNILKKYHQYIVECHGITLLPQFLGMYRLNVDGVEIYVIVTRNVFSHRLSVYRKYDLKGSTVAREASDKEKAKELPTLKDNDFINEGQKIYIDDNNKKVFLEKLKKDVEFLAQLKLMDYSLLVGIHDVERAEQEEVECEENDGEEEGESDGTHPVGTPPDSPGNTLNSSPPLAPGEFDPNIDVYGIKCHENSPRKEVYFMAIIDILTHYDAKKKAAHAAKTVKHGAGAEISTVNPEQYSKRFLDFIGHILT
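Controls without substrate or without enzyme flank wells where PI5P4Kalpha converts substrate using 5 microM ATP (final). Incubation lasts 60 minutes at room temperature; ADP formed is read by ADP-Glo luminescence.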
PLK1 PBD inh = inhibitors of human PLK1 polo-box domain binding. 2.8% of 360,000 active. Plk1 PBD binding of FITC phosphopeptide, fluorescence polarization. AID 720504. P53350. Potency, µM, for inactives: max response, negative = inhibition, most hits filed as inhibitors; note: potency is the fitted concentration of half-maximal effect; series mostly up to about 57 µM; % is set by controls: 0 for no effect and ±100 for the full control effect; nearly all actives have a fitted effect of over 65% in size
Target sequence (P53350 whole entry, looked up, the tested form may be a part): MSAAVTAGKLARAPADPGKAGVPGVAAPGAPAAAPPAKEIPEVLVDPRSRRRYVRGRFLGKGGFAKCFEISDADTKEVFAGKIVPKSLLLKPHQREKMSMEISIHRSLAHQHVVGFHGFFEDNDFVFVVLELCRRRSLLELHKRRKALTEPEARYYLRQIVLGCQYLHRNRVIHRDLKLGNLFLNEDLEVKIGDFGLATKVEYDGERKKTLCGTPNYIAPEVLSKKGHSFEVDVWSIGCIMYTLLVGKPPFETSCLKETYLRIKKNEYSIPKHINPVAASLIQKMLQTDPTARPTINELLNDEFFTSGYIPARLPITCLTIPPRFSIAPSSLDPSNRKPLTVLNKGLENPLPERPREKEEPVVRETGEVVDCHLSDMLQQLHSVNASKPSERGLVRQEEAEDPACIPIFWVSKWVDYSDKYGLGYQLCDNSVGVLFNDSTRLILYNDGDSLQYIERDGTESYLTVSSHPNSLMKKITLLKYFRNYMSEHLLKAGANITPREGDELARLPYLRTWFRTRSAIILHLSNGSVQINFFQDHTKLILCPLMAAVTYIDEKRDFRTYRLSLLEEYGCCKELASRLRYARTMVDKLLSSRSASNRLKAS
EPAC1 antagonist = EPAC1 (human) antagonism | O95398 | EPAC1 GEF assay, Rap1b-BODIPY-GDP exchange fluorescence | Potency, µM (doses to about 115 µM), for inactives: top-dose activity change, negative = inhibition, usual class: inhibitors | 0.14% of 360,000 active | AID 720709;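 note: potency is the fitted concentration of half-maximal effect; plate controls were vehicle for no effect and positive control for full effect; nearly all actives have a fitted effect of over 50% in size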
IL-2 act = activates IL-2 in a cell-based reporter assay. AID 652025. activation, % (series mostly up to about 46 µM). IL-2 activation reporter assay, cell-based qHTS; stimulated with anti-CD3/CD4/CD28 beads; in transgenic mouse T cells. 0.065% of 360,000 active; in the data active = activation above about 50%; inconclusive = mostly about 30% to 49%; note: 0% is about no effect
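Using fluorescent plate cytometry, EGFP and DsRed are detected in transgenic mouse T cells stimulated 18 h at 37 degrees C with antibody-coated beads after 60 min compound pretreatment.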
The depositor's hits bear a star; u = inconclusive; x = no result given; & = joins results of further samples; [ ] = dose if it differs, or a comment. Unless noted, calls come from the whole dose curve; as a rule, active = well fitted curve in the direction sought with a large enough effect; inconclusive = small, poorly fitted or top-dose-only effect, or another doubt; inactive = no such curve, though single readings can be large; an effect the other way counts as inactive or inconclusive.

SMILES | Abeta yeast res | WRN inhibitor | FUS suppressor | EPAC1 ag | PI5P4K alpha inh | PLK1 PBD inh | EPAC1 antagonist | IL-2 act
COc1ccc(S(=O)(=O)NCCS(=O)(=O)N2CCN(c3ccccc3)CC2)cc1 | -10% | 1% | 9% | 0% | 3 | 3% | -5% | -0.4
Nc1cc(OC(=O)c2ccc(F)cc2)nn1S(=O)(=O)c1ccccc1 | 1% | 0% | 14% | -4% | 2 | -19% | 2% | 0.7
CC(C)NC(=O)c1noc2cc([N+](=O)[O-])ccc12 | 18% | 2% | -4% | 11% | 0 | 0% | -6% | 1.2
O=C(CC(c1ccccc1)c1ccccc1)NCC(O)c1ccc([N+](=O)[O-])cc1 (stereo not drawn) | 1% | -5% | 43% | 8% | -3 | -13% | -27% | 0.7
Cc1nn(C)cc1CN1CCCC(C(=O)c2ccc(-c3ccccc3)c(F)c2)C1 (stereo not drawn) | -8% | 0% | 25% | 6% | 8 | -13% | -16% | -3.8
COc1ccc(/C(N)=N/OC(=O)Cc2cccs2)cc1OC | 3% | -16% | x | 1% | -18 | 2% | -25% | -2.7
Cc1ccsc1/C=N/NC(=O)c1sccc1C | 11% | -21% | 38% | 3% | 4 | -9% | 5% | -0.2
CCCCCn1nc(C(=O)N(CCOC)c2c(N)n(CCCC)c(=O)[nH]c2=O)c2ccccc2c1=O | 1% | -20% | 26% | u | 2 | -1% | -15% | 0.9
Cc1cc(N)ccc1-c1cc2ccccc2oc1=O | 8% | -4% | 5% | -1% | -10 | -10% | -22% | 0.3
Cc1ccccc1C(=O)N(Cc1nc2ccccc2c(=O)[nH]1)C1CCCC1 | 16% | 10% | 2% | -5% | -2 | 4% | 16% | -3.0
Cc1ccc(N=Cc2ccccc2O)cc1Cl | -3% | -9% | -7% | 6% | 7 | -3% | -1% | 1.8
CN(C(=O)CCNC(=O)Cn1cnc2ccccc2c1=O)c1ccccc1F | 0%&-7% | 1% | 12%&-4% | -2% | 1 | -12% | 0% | 0.3
Cc1ccc(C(=O)CSc2nnnn2-c2ccccc2)o1 | -83%[inhibitor] | -5% | -25% | 18% | -4 | -13% | 7% | -0.5
O=C(C1CCN(S(=O)(=O)c2ccc3ccccc3c2)CC1)N1CCN(c2ncccn2)CC1 | -6% | 3% | 40% | -7% | 1 | 0% | -13% | 0.4
COc1cc(/C=C/C(=O)OCC(=O)NC2CCS(=O)(=O)C2)ccc1O (stereo not drawn) | -18% | 3% | x | -3% | -2 | -8% | 4% | 0.8
COc1ccc(S(=O)(=O)N2CCC(C(=O)OCC(=O)c3ccccc3)CC2)cc1[N+](=O)[O-] | -15% | 5% | 18% | 6% | -9 | -13% | -10% | -4.0
O=C(NCc1ccc2c(c1)OCO2)C1CC(=O)N(C2CCCCCCC2)C1 (stereo not drawn) | 11% | -3% | 22% | -4% | x | -4% | 4% | 0.1
NC(N)=Nc1nc2ccc([N+](=O)[O-])cc2[nH]1 | -2% | -2% | -22% | 0% | 1 | -1% | -8% | -3.3
CCc1cccc(NC(=O)CCS(=O)(=O)c2ccc(Br)cc2)c1 | -19% | u | -5% | -8% | -13 | 13µM* | -17% | -0.1
CCOC(=O)CSc1nc2nc(C)cc(C)n2n1 | -3% | -3% | -25% | 8% | 0 | -10% | -5% | -1.5
Cc1cc(=O)oc2c(C(=O)/C=C\c3cccs3)c(O)ccc12 | -24% | -4%[11.6 µM] | 8% | -3% | -10 | -11% | -17% | 1.1
CN1/C(=C\C=N\NC(=O)c2cccnc2)C(C)(C)c2ccccc21 | -10% | -14% | 1% | 13% | -11 | -10% | 11% | 2.1
COc1cccc(CN2CCN(S(=O)(=O)c3ccc(Br)cc3)CC2)c1 | 12% | -8% | 7% | 11% | x | 1% | 4% | -2.7
c1ccc2c(CNCCN3CCOCC3)cccc2c1 | -5% | 2% | -13% | -2% | 0 | -7% | 13% | 0.5
CCN(Cc1ccccc1)C(=O)CSc1nc(C)cc(=O)[nH]1 | 14% | 1% | 9% | 2% | 0 | -26% | -13% | -0.9
O=C(NCc1ccccn1)c1n[nH]c(=O)c2ccccc12 | x | 4% | -23% | 11% | 4 | -3% | -11% | 0.1
Cc1ccc(CC2CC(=O)N(c3nc(C)cc(C)n3)C2=O)cc1 (stereo not drawn) | -3% | 1% | -3% | 4% | -4 | -8% | -8% | -3.1
Nc1ccc(S(=O)(=O)NC2(C(F)(F)F)NC(=O)N(Cc3ccccc3)C2=O)cc1 (stereo not drawn) | -22% | 4% | -29% | -7% | 6 | 3% | 18% | -0.4
CN(CCNC(=O)C1CCC(=O)N(Cc2cccc(F)c2)C1)CCc1ccccc1 (stereo not drawn) | -1% | -25% | x | 0% | -6 | 3% | -1% | -0.4
Cc1cc(C(F)(F)F)nn1Cc1n[nH]c(=S)n1-c1ccc(F)cc1 | 17% | -23% | x | -10% | -2 | -20% | -14% | -0.3
O=C(Nc1ccc(Cl)cc1)N1CCC(c2nc(-c3cccs3)no2)CC1 | -39%[inhibitor] | -4% | u | 20% | x | -7% | -17% | -3.1
CC1CCCN(C(=O)c2ccc(OC3CCN(CCc4ccccc4)CC3)cc2)C1 (stereo not drawn) | -8% | -3% | -9% | -1% | -2 | -3% | -13% | -0.8
COc1ccccc1CNC(=O)C1(C)CCN1Cc1ccc2ccccc2c1 (stereo not drawn) | -1% | -1% | 4% | -3% | 4 | 3% | -10% | -0.9
CC(OC(=O)CC(C)c1ccccc1)C(=O)Nc1ccc(Cl)cn1 (stereo not drawn) | 8% | -5% | 5% | 3% | 0 | -7% | 0% | -3.2
CCOC(=O)c1cc(-c2ccccc2)sc1NC(=O)C(C)C | 9% | -10% | x | -13% | 0 | 30µM* | -1% | 0.9
Cc1csc2nc(SCC(=O)N3CCN(c4ccccc4)CC3)[nH]c(=O)c12 | 3% | -7%[11.6 µM] | 5% | -12% | -2 | -14% | -6% | -4.6

Entries above that bear a hit mark in PLK1 PBD inh:
Molecule	WRN inhibitor	EPAC1 ag	PI5P4K alpha inh	PLK1 PBD inh	EPAC1 antagonist	IL-2 act
CCc1cccc(NC(=O)CCS(=O)(=O)c2ccc(Br)cc2)c1	u	-8%	-13	13µM*	-17%	-0.1
CCOC(=O)c1cc(-c2ccccc2)sc1NC(=O)C(C)C	-10%	-13%	0	30µM*	-1%	0.9

Remaining list, next part.
SMILES | Abeta yeast res | WRN inhibitor | FUS suppressor | EPAC1 ag | PI5P4K alpha inh | PLK1 PBD inh | EPAC1 antagonist | IL-2 act
Cc1cc(OCC(=O)Nc2ccc(CN3CCOCC3)cc2)c2c(C)c(C)c(=O)oc2c1 | -23% | 8% | -13% | -4% | 0 | -2% | -17% | -1.1
C=CCn1cnc2scc(-c3ccc(CC)cc3)c2c1=O | 0% | -7% | 12% | 10% | 0 | -1% | -23% | 1.1
O=C(CN1CCOCC1)N1c2ccccc2Sc2ccc(Cl)cc21 | 3% | 6% | -36% | -7% | 7 | -2% | 3% | 3.2
CCn1nc(C)c([N+](=O)[O-])c1C(=O)NNC(=O)c1ccc(Cl)cc1 | -2% | u | 11% | 2% | -2 | -14% | 12% | 0.9
Cc1cccc(CN2CCN(Cc3cccc(-n4cccn4)c3)CC2CCO)n1 (stereo not drawn) | 0% | 0% | 7% | 5% | 0 | -18% | 6% | -0.8
CSc1nc(N2CCOCC2)cc(N2CCOCC2)n1 | -2% | -25% | 29% | 1% | 1 | -13% | -28% | 2.1
O=C(OCC(=O)N1CCCc2ccccc21)c1cc(S(=O)(=O)N2CCOCC2)ccc1F | 3% | -1% | -7% | 10% | 3 | -2% | -3% | -2.7
O=C(Nc1cc(C(F)(F)F)cc(C(F)(F)F)c1)O[C@@H]1c2ccccc2[C@@H]2Cc3csc[n+]3[C@H]12 | 9% | 1% | 22% | -25% | -22 | 1% | -7% | -0.2
CCOCCCn1c(SCC(=O)N2CCOCC2)nc2ccccc2c1=O | -3% | -12% | -3% | -3% | -6 | -6% | -4% | 1.2
Cc1ccc(OCC(O)CNC(C)c2ccccc2)cc1C (stereo not drawn) | -8% | 2% | -8% | -2% | 12 | -5% | u | 0.9
COc1ccc(S(=O)(=O)Nc2ccccc2C(=O)N2CCOCC2)cc1Cl | 7% | 4% | -3% | -6% | 0 | 2% | 13% | -3.2
O=C(CCS(=O)(=O)c1ccc(Br)cc1)Nc1ccc(Br)cc1F | -4% | -18% | x | -1% | 8 | -16% | -8% | -0.5

An excerpt from above, showing only IL-2 act.
Compound,IL-2 act
Cc1cc(OCC(=O)Nc2ccc(CN3CCOCC3)cc2)c2c(C)c(C)c(=O)oc2c1,-1.1
O=C(Nc1cc(C(F)(F)F)cc(C(F)(F)F)c1)O[C@@H]1c2ccccc2[C@@H]2Cc3csc[n+]3[C@H]12,-0.2

Continued:
SMILES | Abeta yeast res | WRN inhibitor | FUS suppressor | EPAC1 ag | PI5P4K alpha inh | PLK1 PBD inh | EPAC1 antagonist | IL-2 act
COc1ccc(CN2CCc3ccccc3C2)cc1Br | 10% | 0% | -15% | 16% | 6 | -7% | -19% | 1.5
COc1ccc(NC(=O)COC(=O)c2cccc(S(=O)(=O)N(C)C)c2)cc1 | -2% | -5% | -4% | -4% | 5 | 1% | -5% | 1.1
CCN(CCn1cccn1)C(=O)c1ccc2nc(Cc3ccc(OC)cc3)oc2c1 | -6% | 0%[57.1 µM] | 5% | -9% | 2 | -6% | 6% | -4.0
Cc1ccccc1C(=O)Nc1ccc2c(C#N)c3nc4ccccc4nc3n2c1 | 11% | 56µM* | x | -2% | u | -16% | -3% | -5.5
CCOC(=O)c1c(-c2ccccc2)csc1NC(=O)c1ccc(S(=O)(=O)N2CCOCC2)cc1 | -1% | -5% | -11% | -6% | 5 | 4% | 15% | -2.3
Cc1ccc(S(=O)(=O)Nc2nnc(C(C)(C)C)s2)cc1 | u | 2% | 13% | -12% | -6 | 24µM* | -17% | -1.0
O=[N+]([O-])c1cccc(S(=O)(=O)NCCCn2ccnc2)c1 | 8% | -33% | 20% | 3% | 2 | -11% | -10% | -0.1
CCC1CN(C(=O)Nc2ccc(C)cc2)c2cc(C)ccc2O1 (stereo not drawn) | -15% | 3% | 22% | 2% | 8 | -5% | -1% | 0.3
CCOC(OCC)c1nc(N)[nH]c(=O)c1CCCCc1ccccc1 | -6% | -5% | 33% | -9% | -52* | -3% | -1% | -0.8
N/C(=N\NC(=O)c1sccc1OCc1ccc(Cl)cc1Cl)c1ccccn1 | 6% | 11% | 7% | 3% | -6 | 1% | -15% | 0.7

Compound activity deposited in PubChem BioAssay by National Center for Advancing Translational Sciences (NCATS).
